# Bioassay records from PubChem.
# Cdc42 wt – modulators of GTP binding to wildtype Cdc42, primary screen, biochemical, multiplex bead flow cytometry, Bodipy-GTP; GST-Cdc42 beads; actives lie on both sides; percent activity (GTP binding), % at 10 µM; actives 0.2% (n = 190,000); AID 761, 2007;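 active = percent activity GTP binding at least 20 points away from the 100% baseline, either down as inhibitor or up as activator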;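 note: median bead fluorescence of bound Bodipy-FL-GTP at 100 nM; 0% = excess unlabeled GTP control and 100% = no compound control; below 100% means less GTP binding so inhibitor and above means activator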
# ABCB1 block – ABCB1 efflux pump inhibitors, primary screen, cell-based, multiplex, flow cytometry, ABCG2 counter-screen | CCRF-Adr cells, JC-1 efflux | inhibition, % at 6.6 µM | actives 0.067% (n = 190,000); in the data active = inhibition above about 40%;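 note: 0% = vehicle and 100% = reference inhibitor; higher value means more JC-1 retained so stronger ABCB1 efflux block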
# Rab7 wt GTP bind – modulators of GTP binding to Rab7, primary screen, biochemical, wildtype, multiplex bead flow cytometry. GST-Rab7 beads, fluorescent GTP binding; actives lie on both sides; untreated = 100%, excess cold GTP = 0%. AID 758, 2007. actives 0.055% (n = 190,000). Rab7 GTPase wild type (dog), Bodipy-FL-GTP binding. GTP binding activity (percent of control), % at 10 µM;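 active = fluorescent GTP binding to Rab7 beads changed by at least 20 points from the 100% baseline, either direction, mostly lower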;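 note: median green fluorescence of bound Bodipy-FL-GTP per Rab7 bead population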
# Avidin fluor – green autofluorescence of compounds with avidin beads – biophysical, 488/530 nm, flow cytometry, artefact control, profiling panel; fluorescence (KMESF) at 10 µM; actives 0.38% (n = 220,000); compound fluorescence 488/530 nm; active compounds read high; in the data active = fluorescence above about 47; note: inactives centre near 10
# Rac1 act GTP bind – GTP binding modulators of activated mutant Rac1, primary screen, biochemical, bead-based flow cytometry, multiplex, fluorescent GTP | actives 0.11% (n = 190,000) | Ras-related C3 botulinum toxin substrate 1 (Homo sapiens), P63000 | AID 764, 2007 | GST-Rac1 activated beads; actives lie on both sides; 100% means binding = to untreated wells | percent activity (GTP binding), % at 10 µM;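 active = GTP binding at least 20 percentage points away from the 100% baseline, in either direction, so actives lie on both sides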
# Pf gametocyte – late stage P. falciparum gametocyte viability inhibitors, primary screen, ATP luminescence, HTS. AID 743093, 2013. inhibition, % at 10.9 µM. P. falciparum stage V gametocytes, 24 h. actives 0.065% (n = 150,000);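 active = inhibition above the mean plus 3 SD of compounds within the control limits, set per campaign, cut at about 38% in these data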;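 note: 0% = DMSO wells and 100% = medium only without gametocytes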
# Rab2A wt mod – modulators of GTP binding to Rab2A wildtype, primary screen, biochemical, dog, bead-based flow cytometry, multiplex. GTP binding activity, % at 10 µM. Ras-related protein Rab-2A (Canis lupus familiaris), P61105. actives 0.19% (n = 190,000). GST-Rab2 wt beads, Bodipy-GTP binding;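 active = GTP binding activity at least 20 points away from 100%, either lowered or raised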;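 note: 0% = beads with excess unlabeled GTP and 100% = no-compound control corrected for plate trend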
# Rac1 wt modul – wildtype Rac1 GTP binding modulators, primary screen, biochemical, GST-Rac1 beads, flow cytometry, multiplex; Ras-related C3 botulinum toxin substrate 1 (Homo sapiens), P63000; fluorescent GTP binding; actives lie on both sides; 0 = cold GTP competed, 100 = untreated; GTP binding activity (% of control), % at 10 µM; actives 0.27% (n = 190,000); AID 757, 2007;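 active = GTP binding activity at least 20 points away from the 100% control level, either lower or higher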
# ABCG2 inh – ABCG2 efflux pump inhibitors, primary screen, multiplex with ABCB1, IgMXP3 cells, flow cytometry; JC-1 efflux; inhibition, % at 6.6 µM; Broad substrate specificity ATP-binding cassette transporter ABCG2 (Homo sapiens), Q9UNQ0; actives 0.1% (n = 190,000);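 active = inhibition above 80%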;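 note: 0% = DMSO and 100% = nicardipine control wells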
#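 Times: 10 min at 25 °C | Test system: Two drug-resistant human cell lines, ABCG2 and ABCB1 | Quantity: 3 million cells/mL final, two lines in 1:1 ratio | Signal: Flow cytometry, 530 nm JC-1 signal | Dosing: Compound at 6.6 µM | Controls: Nicardipine and DMSO wells | Reagent: JC-1 as fluorescent efflux pump substrate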
# HRas wt GTP bind – modulators of GTP binding to HRas wildtype, primary screen, biochemical, bead-based flow cytometry, multiplex; GTP binding activity, % at 10 µM; actives 0.14% (n = 190,000); GST-Ras wt beads, Bodipy-FL-GTP binding; actives lie on both sides; GTPase HRas (Homo sapiens), P01112;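 active = GTP binding activity at least 20% away from the 100% baseline, either lowered as inhibitor or raised as activator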;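 note: 0% = unlabeled GTP competition control and 100% = no-compound control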
# GSH bead fluor – compound fluorescence on glutathione beads, profiling panel, artefact control, biophysical, 488/530 nm, flow cytometry. actives 0.25% (n = 190,000). GSH beads flow cytometry, compound fluorescence 488/530 nm; active compounds read high. fluorescence (KMESF) at 10 µM; in the data active = fluorescence above about 89;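 note: glutathione beads carrying GST-tagged Bcl family fusion proteins plus one bare bead set; values are compound well signal with DMSO vehicle wells as background; inactives centre near 16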
# * hit, by the source's call; nt = not tested or not shown.
SMILES,Cdc42 wt,ABCB1 block,Rab7 wt GTP bind,Avidin fluor,Rac1 act GTP bind,Pf gametocyte,Rab2A wt mod,Rac1 wt modul,ABCG2 inh,HRas wt GTP bind,GSH bead fluor
Cc1cc(Cl)c(OCCN2C(=O)NC(C)(C)C2=O)c(Br)c1,105,0.8,101,21,98,-3,101,106,2,103,11
CCCCCCCn1c(=N)n(CC(=O)c2ccco2)c2ccccc21,98,1.2,98,12,100,nt,99,102,6,98,36
CCOC(=O)Cn1nc(-c2ccccc2)ccc1=O,99,1.3,101,28,100,-9,100,103,8,100,21
O=C1C2CC=CCC2C(=O)N1c1ccc(NCCc2ccccc2F)c([N+](=O)[O-])c1 (stereo not given),104,2.1,103,2,106,nt,105,104,18,105,5
N#Cc1ccc(C(=O)Nc2ccc([N+](=O)[O-])cc2)c(F)c1,96,0.3,99,10,95,nt,96,96,3,94,10
Cn1c(NC(=O)c2ccc(F)c(F)c2)cc(=O)n(C)c1=O,104,0.5,101,8,101,nt,102,107,2,100,21
O=C(O)C1CCCCC1C(=O)NC1CCCCC1 (stereo not given),100,0.4,99,14,99,12,99,102,1,99,32
COc1ccc(-c2ncc(CN3CCN(CCC(C)C)C(CCO)C3)cn2)cc1 (stereo not given),98,1.9,103,3,96,nt,99,99,1,97,10
CN1CCN(C(=O)CSc2ccc(C(F)(F)F)cc2[N+](=O)[O-])CC1,102,0.1,105,6,100,nt,103,104,1,102,11
O=C(NCc1ccccc1)c1ccc(Cl)nc1,99,0.3,102,13,100,4,101,101,1,99,10
CCOC(=O)C1CCN(S(=O)(=O)c2c(C)[nH]c(=O)[nH]c2=O)CC1,102,0.2,99,16,99,-9,100,100,0,100,24
O=C(CSc1nc2ccccc2[nH]1)N/N=C/C=C\c1ccccc1[N+](=O)[O-],104,0.9,99,16,99,1,100,103,11,101,16
CC(=O)c1cc(CN2CCN(Cc3ccccc3)C(CCO)C2)cs1 (stereo not given),97,3.3,104,8,94,1,97,100,3,100,18
CCc1ccc2[nH]c(=O)c(C(c3nnnn3Cc3ccccc3)N3CCOCC3)cc2c1 (stereo not given),96,1.1,95,3,95,-32,95,96,2,96,14
CCn1ncc2c(OCc3ccc(C#N)cc3)cc(C)nc21,100,1.2,101,10,99,5,104,100,9,102,10
COc1cc(/C=N/NC(=O)c2ccccn2)cc2c1OCO2,105,-1.4,95,13,101,1,99,107,3,101,11
COc1ccc(C(=O)Nc2ccccc2Cc2ccccc2)c(OC)c1,105,2.4,100,14,101,-2,102,114,54,105,19
COc1ccc(S(=O)(=O)N2CCC(C(=O)Nc3cccc(C(C)=O)c3)CC2)cc1C,104,-0.1,102,8,99,-5,104,100,1,104,20
COc1ccccc1NCC(=O)N/N=C/c1sccc1C,98,0.0,98,9,93,nt,95,98,9,95,20
CCOc1ccccc1OCCCC(=O)Nc1sccc1C(N)=O,96,0.2,101,8,100,-6,99,101,3,100,11
Cc1csc(SCC(=O)Nc2cccc(S(=O)(=O)N3CCCC3)c2)n1,103,1.4,98,20,103,22,99,106,53,101,24
CCCCC(=O)Nc1ccc(C(=O)Nc2ccc(OC)cc2[N+](=O)[O-])cc1,109,0.3,103,10,104,7,107,113,8,103,22
CC(C)CC(=O)Nc1ccc2c(c1)OCO2,95,0.7,101,11,93,-5,96,96,3,97,18
O=C(CSc1nnc(CNc2ccc(F)cc2)n1Cc1ccccc1)N1CCOCC1,103,0.0,103,24,100,11,105,103,1,103,22
CCOc1ccc(N2C(=O)c3ccc(C(=O)OCc4c(C)noc4C)cc3C2=O)cc1,101,0.7,102,13,97,12,106,100,5,104,12

# Later entries:
SMILES,Cdc42 wt,ABCB1 block,Rab7 wt GTP bind,Avidin fluor,Rac1 act GTP bind,Pf gametocyte,Rab2A wt mod,Rac1 wt modul,ABCG2 inh,HRas wt GTP bind,GSH bead fluor
Cc1ccc(N2CC(C(=O)Nc3nnc(C(C)C)s3)CC2=O)cc1 (stereo not given),102,0.4,97,14,99,-5,100,99,2,100,23
CCc1ccc(S(=O)(=O)Nc2cccc(C3OCCCO3)c2)cc1,96,0.2,105,8,96,-4,98,99,0,97,18
CCn1c(CC(=O)Nc2ccccc2OC)nnc1SCC(=O)Nc1ccccc1F,98,0.5,97,8,98,nt,96,95,9,95,15
COCCn1c(SCC(=O)Nc2cc(C)on2)nc2ccccc21,98,1.1,98,13,98,3,98,100,8,98,68
CCOC(=O)N1CCC(NC(=O)CC(NS(=O)(=O)c2ccc(Cl)cc2)c2ccco2)CC1 (stereo not given),99,0.5,96,26,98,-68,97,99,6,100,26
O=C(CN(CCc1ccccc1)C(=O)CNS(=O)(=O)c1ccccc1)NCc1ccco1,100,0.1,98,6,98,1,97,102,0,99,6
CC(=O)c1ccc(NC(=O)C(C)n2nc(-c3ccccc3)c3cc(Cl)ccc32)cc1 (stereo not given),100,1.9,96,6,99,nt,98,104,5,97,17
O=Cc1ccc(Oc2cnccn2)cc1,98,0.4,98,9,97,14,100,101,1,99,12
O=C(NC1(C(=O)NC2CCCCC2)CCCCC1)c1ccccn1,100,0.4,100,8,100,-16,100,102,-1,101,46
COC(=O)c1cc(NC(=O)C2COc3ccccc3O2)ccc1Cl (stereo not given),98,0.4,92,14,96,-51,94,95,6,98,46
O=C(O)c1ccccc1SCc1cn2cc(Cl)ccc2n1,94,-0.3,105,6,93,3,100,97,-1,94,11
COc1ccc(C(=O)O)cc1S(N)(=O)=O,96,0.1,109,12,96,nt,99,99,0,97,26
COc1cc2c3c(c1)/C(=C1/SC(NC(C)=O)=NC1=O)C(=O)N3C(C)(C)C=C2C,99,-0.5,99,14,94,nt,97,98,-1,98,32
Cc1ccccc1N1C(N)=NC(N)=NC1(C)C,96,0.6,95,9,95,-3,96,98,0,98,34
CCN(CC(=O)Nc1ccc(N2CCOCC2)cc1)C(=O)COc1ccccc1OC,97,1.2,103,8,97,-12,100,98,9,99,14
CCN(CC)S(=O)(=O)c1ccc(N2CCOCC2)c(NC(=O)c2ccc3ccccc3c2)c1,97,4.9,98,4,97,11,98,105,9,100,6
COc1ccc(N(C(=O)C2CCCCC2)C2C=CS(=O)(=O)C2)c(OC)c1 (stereo not given),99,0.4,101,9,97,16,99,100,1,101,28
Oc1ccc(/C=N\Nc2cc(N3CCOCC3)nc(N3CCOCC3)n2)c(O)c1,98,-0.4,98,6,100,4,94,95,0,95,9
O=C(Nc1ccc(N2CCOCC2)c2nonc12)C1CCCC1,101,0.2,103,10,99,1,102,104,1,102,8
CCN(CC)C(=O)c1c(C)nc2ccccn12,107,-0.1,100,13,102,nt,103,109,0,104,22
CC(NC(=O)C(C)N1C(=O)C2C3CC(C(Br)C3Br)C2C1=O)c1ccccc1 (stereo not given),99,1.1,99,15,101,-19,99,102,25,101,12
Cc1ccc2[nH]c3c(=O)n(N)c(C)nc3c2c1,96,0.5,101,8,97,8,98,97,17,97,65
CC(Sc1nc2ccccc2o1)C(=O)O (stereo not given),96,0.5,97,3,99,-11,98,100,1,97,9
CC1CCN(C(=O)N2c3ccccc3Sc3ccccc32)CC1,95,0.8,104,11,96,-10,99,101,16,99,24
NC(=O)c1ccc(NC(=O)C2CCCO2)cc1 (stereo not given),105,0.2,100,9,99,nt,102,104,1,104,31

# Three entries picked at random from the list so far:
SMILES,Cdc42 wt,ABCB1 block,Rab7 wt GTP bind,Avidin fluor,Rac1 act GTP bind,Pf gametocyte,Rab2A wt mod,Rac1 wt modul,ABCG2 inh,HRas wt GTP bind,GSH bead fluor
CCN(CC)C(=O)c1c(C)nc2ccccn12,107,-0.1,100,13,102,nt,103,109,0,104,22
COc1ccc(C(=O)O)cc1S(N)(=O)=O,96,0.1,109,12,96,nt,99,99,0,97,26
CCN(CC(=O)Nc1ccc(N2CCOCC2)cc1)C(=O)COc1ccccc1OC,97,1.2,103,8,97,-12,100,98,9,99,14

# New compounds follow.
SMILES,Cdc42 wt,ABCB1 block,Rab7 wt GTP bind,Avidin fluor,Rac1 act GTP bind,Pf gametocyte,Rab2A wt mod,Rac1 wt modul,ABCG2 inh,HRas wt GTP bind,GSH bead fluor
COC(=O)C1=C(C)Nc2nnnn2C1c1ccco1 (stereo not given),108,0.5,102,10,105,nt,102,105,3,105,20
COc1ccc(C(=O)NC(=O)CSc2nnc(-c3ccco3)n2-c2ccccc2)cc1,95,-1.0,95,8,96,nt,97,98,-3,94,24
N#CCn1nnc(-c2ccc3c(c2)OCO3)n1,97,0.1,98,7,97,-17,98,99,1,97,30
CCOCC(=O)Nc1ccccc1C(=O)OCC,101,0.3,100,7,99,-10,98,99,11,99,26
COc1cc(CN(C)C(C)C(=O)Nc2ccc([N+](=O)[O-])cc2Cl)ccc1OC(F)F (stereo not given),103,1.7,100,13,98,nt,98,100,4,99,13
COc1cccc(C(=O)Nc2ccc(NC(=O)C(C)(C)C)cn2)c1,102,0.1,101,7,101,nt,101,103,0,99,44
CCC(CC)NC(=O)CCc1nc2ccccc2c(=O)[nH]1,106,0.3,101,9,102,-57,102,105,6,103,12
O=C(O)C1CC=CCC1C(=O)NNS(=O)(=O)c1ccccc1 (stereo not given),96,0.2,102,11,97,13,99,99,-1,99,14
O=C(NC(NC(=S)Nc1ccccc1C(=O)O)C(Cl)(Cl)Cl)c1cccc([N+](=O)[O-])c1 (stereo not given),100,-0.2,99,34,95,5,96,99,-1,97,12
CCn1c(=O)cc(N2CCOCC2)[nH]c1=O,99,0.7,103,11,100,-19,98,101,1,99,12
CCCc1nc2c(nnn2Cc2ccccc2)c(=O)[nH]1,93,0.7,97,26,94,nt,94,97,9,95,26
COc1cccc(C(=O)N=c2sc3c(C)ccc(OC)c3n2C)c1,102,0.3,94,4,98,nt,99,102,2,97,13
CCc1ccc2c(c1)[C@H]1OCC[C@H]1[C@@H](c1cccs1)N2,104,-0.2,103,4,101,-1,101,106,4,103,7
Cc1ccc(N2C(=O)N(CC(=O)NCc3ccc(Cl)cc3)C(=O)C2C)cc1 (stereo not given),103,0.1,103,34,99,nt,101,102,1,103,13
Cc1noc2ncnc(N3CCN(c4ccc(F)cc4)CC3)c12,96,0.3,96,11,96,15,96,99,1,95,14
COc1cccc(C(=O)Nc2ccccc2N2CCOCC2)c1,100,0.2,98,8,98,-2,99,99,1,100,12
